TDP2 absorb: blocks human TDP2 phosphodiesterase activity; recombinant TDP2, T5PNP hydrolysis, p-nitrophenol absorbance 415 nm; inhibition, % at 12.8 µM; 370,000 compounds, 0.34% hits; AID 720702;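 active means inhibition above the mean of all tested compounds plus 3 SD, set per campaign, cut at about 25% in these data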;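 further: 0% = DMSO with enzyme and 100% = buffer with substrate but no TDP2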
Target sequence (O95551 whole entry, looked up): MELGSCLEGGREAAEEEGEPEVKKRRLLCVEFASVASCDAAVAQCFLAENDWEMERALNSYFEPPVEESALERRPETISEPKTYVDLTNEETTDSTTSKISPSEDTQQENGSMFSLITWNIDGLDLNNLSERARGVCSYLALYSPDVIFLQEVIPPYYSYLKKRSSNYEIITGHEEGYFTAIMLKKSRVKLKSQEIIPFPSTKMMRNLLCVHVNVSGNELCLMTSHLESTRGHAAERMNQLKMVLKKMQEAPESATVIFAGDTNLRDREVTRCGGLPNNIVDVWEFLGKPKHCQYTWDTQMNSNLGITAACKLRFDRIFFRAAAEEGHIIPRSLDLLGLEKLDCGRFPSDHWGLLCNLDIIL
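Assay system: recombinant human TDP2 / Reagent: T5PNP substrate at 5 mM, a TopII-DNA adduct mimic / Measured by: epi absorbance from released p-nitrophenol / Evaluation: % inhibition relative to enzyme-containing and enzyme-free wells / Control set: enzyme-free and DMSO wells / Replicates: each compound tested once, singlicate / Schedule: enzyme reaction with compound for 2 h at 37 °C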
PG9 binder: small molecules binding HIV-1 gp120 antibody PG9; TR-FRET gp120-PG9 antibody binding; 360,000 compounds, 0.43% hits; inhibition, % at 6.7 µM; AID 624416; in the data active means inhibition above about 8.5%
Rev-erbA mod: modulates human Rev-erb alpha binding to DNA; AID 1259318; P20393; 370,000 compounds, 0.79% hits; Rev-erbα–FITC-DNA binding, fluorescence polarization, 90 min; activity, % at 10 µM;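 active means activity above about 14%, limit read from the data; passing the limit was not always enough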;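 further: 0% = DMSO wells with 35 nM protein and 100% = DMSO wells with 750 nM protein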
rCAG binder: molecules binding r(CAG) RNA repeats | 370,000 compounds, 1.3% hits | AID 651821 | inhibition, % at 3 µM | r(CAG) RNA repeat, TO-PRO-1 dye displacement fluorescence;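 active means inhibition above the plate cutoff, the mean of all test compounds on that plate plus 3 SD, cut at about 35% in these data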;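 further: 0% = DMSO alone and 100% = 100 µM mitoxantrone as full dye displacement; higher means more dye released from RNA so lower well fluorescence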
TCR CD3 inh: blocks the human TCR-CD3 interaction. TAMRA-labeled TCR probe fluorescence, biochemical. 360,000 compounds, 0.37% hits. AID 651800. inhibition, % at 9.4 µM; in the data active means inhibition above about 19%;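 further: recombinant mutant TCR 2C K166C tagged with TAMRA read by polarization; 0% = receptor in buffer alone and 100% = receptor with positive control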
PRMT1 inh: blocks human protein arginine methyltransferase 1. inhibition, % at 2.79 µM. recombinant PRMT1, activity-based probe fluorescence polarization. Q99873. 370,000 compounds, 1.3% hits;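 active means inhibition above about 21% made by adding two undisclosed values, limit read from the data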
Target sequence (Q99873 whole entry, looked up): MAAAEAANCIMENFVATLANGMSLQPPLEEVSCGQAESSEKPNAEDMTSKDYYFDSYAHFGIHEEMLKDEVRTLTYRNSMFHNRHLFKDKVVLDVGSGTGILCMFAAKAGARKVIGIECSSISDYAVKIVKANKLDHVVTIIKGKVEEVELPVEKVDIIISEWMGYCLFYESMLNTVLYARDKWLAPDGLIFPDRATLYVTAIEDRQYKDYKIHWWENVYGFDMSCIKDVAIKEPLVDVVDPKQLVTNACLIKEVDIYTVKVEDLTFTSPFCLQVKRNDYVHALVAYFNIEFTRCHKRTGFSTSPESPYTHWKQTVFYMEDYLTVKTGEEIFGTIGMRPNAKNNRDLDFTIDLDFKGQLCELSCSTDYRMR
SIAE primary: blocks human sialic acid acetylesterase. SIAE FP-Rh probe binding, fluorescence polarization. inhibition, % at 9.66 µM. 370,000 compounds, 0.69% hits. AID 1053197;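 active means inhibition above a cutoff: mean of compounds within the control limits plus 3 SD of those, cut at about 17% in these data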;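 further: 0% = plate median of compound wells and 100% = probe without SIAE protein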
ABHD4 inh: ABHD4 (mouse) inhibition, primary FP screen | Q8VD66 | purified mABHD4, FP-Rh probe fluorescence polarization | inhibition, % at 8.92 µM | 370,000 compounds, 0.54% hits | AID 720543;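 active means inhibition exceeding the mean over every tested compound plus 3 SD, cut at about 30% in these data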;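 further: 0% = plate median of compound wells and 100% = S159A mutant with DMSO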
Target sequence (Q8VD66 whole entry, looked up): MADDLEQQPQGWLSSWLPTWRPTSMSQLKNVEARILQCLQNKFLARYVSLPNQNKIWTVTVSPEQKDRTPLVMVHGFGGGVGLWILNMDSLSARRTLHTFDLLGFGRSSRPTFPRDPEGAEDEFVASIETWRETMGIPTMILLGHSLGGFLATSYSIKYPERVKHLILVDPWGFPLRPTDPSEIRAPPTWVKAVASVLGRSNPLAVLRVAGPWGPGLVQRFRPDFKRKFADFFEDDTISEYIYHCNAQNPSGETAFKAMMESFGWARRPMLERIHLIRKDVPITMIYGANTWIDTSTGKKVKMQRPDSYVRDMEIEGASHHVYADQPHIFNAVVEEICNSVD
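Assay system: mABHD4 protein; medium: HEPES pH 7.0, NaCl, Pluronic buffer; dosing: 8.92 µM, single dose; schedule: 45 min + 60 min at 25 °C; signal: FP readout, ex 525 nm / em 598 nm; read-out: normalized percent inhibition of probe labeling; repeats: single replicate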
LEDGF integ inh: blocks HIV-1 LEDGF/p75-dependent DNA integration. TR-FRET IN-LEDGF/p75 DNA integration, Eu/Cy5. inhibition, % at 3.7 µM. 370,000 compounds, 0.64% hits. AID 743269;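 active means inhibition above the screen-wide mean plus 3 SD, cut at about 13% in these data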;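 further: signal is the Cy5 over europium emission ratio at 671 and 618 nm; 0% = plate median of compound wells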
HTRA1 inh: inhibitors of human serine peptidase HTRA1. Q92743. recombinant HTRA1, FP-rhodamine activity-based probe, fluorescence polarization. inhibition, % at 5.96 µM. 340,000 compounds, 0.5% hits; in the data active means inhibition above about 36%;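 further: 0% = enzyme with DMSO and 100% = wells lacking enzyme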
The depositor's hits bear a star; · = not tested or not shown.

Each structure is followed by: TDP2 absorb	PG9 binder	Rev-erbA mod	rCAG binder	TCR CD3 inh	PRMT1 inh	SIAE primary	ABHD4 inh	LEDGF integ inh	HTRA1 inh
> O=C(NN1C(=O)c2ccccc2NC1c1ccccn1)c1ccc(Br)cc1 (configuration not stated)
 : -3	1.0	3	0	-1	-3	-1	1	1	11
> Cc1cc(NCCCN2CCOCC2)n2ncc(-c3ccc(Cl)cc3)c2n1
 : 0	1.1	3	-2	3	2	-4	8	-2	9
> COc1ccc(C(=O)Nc2cc(=O)n(C)c(=O)n2C)cc1
 : 0	-4.1	5	0	-1	-1	0	-4	2	5
> CCOc1ccccc1N1CCN(C(=O)[C@@H]2CCCN2C2=NS(=O)(=O)c3ccccc32)CC1
 : 4	-1.7	7	1	1	4	2	3	-5	2
> CCN(C[C@H]1N[C@@](CC)(C(=O)OC)[C@H]2C(=O)N(Cc3ccccc3)C(=O)[C@@H]12)S(=O)(=O)c1ccc(OC(F)(F)F)cc1
 : -3	1.8	4	3	2	0	-2	-9	6	-10
> CC(OC(=O)c1cccc(-n2cnnn2)c1)C(=O)Nc1cccc(Cl)c1 (configuration not stated)
 : -12	-2.0	2	10	0	-3	-8	3	1	-14
> O=C(NCCN1CCCC1)c1ccc(Cl)cc1
 : 13	-1.5	2	2	5	-4	-4	0	0	0
> COc1ccc(CCNC(=O)CCC(=O)Nc2ccc3nc(N4CCN(C)CC4)cc(C)c3c2)cc1OC
 : -3	-0.9	-6	-2	2	-1	6	-4	7	2
> CCOC(=O)CSc1nc2cc3c(cc2cc1C)OCO3
 : 5	-1.9	-2	-3	-1	1	-1	-3	-2	-15
> O=C(c1cccc(S(=O)(=O)NCc2ccc3c(c2)OCO3)c1)N1CCCC1
 : 11	-0.1	-6	-1	-5	5	-1	-1	-2	3
> COc1cc(SC)ccc1C(=O)Nc1ncc(C)s1
 : -5	-1.3	-3	9	2	-1	-8	-7	1	-15
> Cc1cccc(C)c1OCc1cc(C(=O)N2CCC[C@H]2C(N)=O)no1
 : 2	-2.6	-3	-2	6	-7	-6	-7	2	5
> CNc1ccc(C(=O)OCC(=O)Nc2ccnn2C(C)C)cc1[N+](=O)[O-]
 : -6	-1.4	9	1	-2	-2	-1	-2	0	9
> Cc1ccc(S(=O)(=O)NN=CC2(c3ccccc3)CC2)cc1
 : -4	0.1	1	0	3	0	-3	0	5	0
> C=CCN(C(=O)CCC(=O)Nc1cc(C)on1)C(C(=O)NC1CCCC1)c1ccc(CC)cc1 (configuration not stated)
 : 5	-0.7	1	0	7	2	-3	2	0	-15
> C/C=C(\C)CN1CCN(c2ccccc2F)CC1
 : 5	-0.4	5	-4	-5	1	-2	5	-2	2
> CCCCC1=CC2=C(c3ccco3)C(=O)C(C)(OC(=O)c3ccc(OC)cc3)C(=O)C2=CN1CC(C)C (configuration not stated)
 : 10	37*	1	-3	1	11	-1	11	3	21
> CCCn1c(N)c(C(=O)CN(C)CC(=O)Nc2c(C)cc(C)cc2C)c(=O)[nH]c1=O
 : -7	-0.7	-4	-2	3	1	-9	6	-1	-2
> CCOC(=O)c1[nH]c(C)c(C(=O)OCC(=O)NCc2ccc(OC)c(OC)c2)c1C
 : 9	-0.1	0	2	5	-3	4	-1	0	5
> CC1(C(=O)NCc2ccc(Cl)c(Cl)c2)Oc2ccccc2NC1=O (configuration not stated)
 : -6	-0.8	1	-2	1	2	2	-4	2	-1
> CCOC(=O)Cc1csc(SCC(=O)NC2CCCCC2)n1
 : 9	1.4	7	-2	-2	-2	-2	3	-1	-1
> Cc1ccc(C(C)NC(=O)C2CCCO2)cc1C (configuration not stated)
 : 0	-2.4	3	0	3	-1	-3	4	2	2
> O=c1c2cc(NC(=S)NC3CCN(Cc4ccccc4)CC3)ccc2nc2n1CCCCC2
 : -2	-2.2	5	1	-3	-1	-5	3	7	-11
> CC(CSc1nc2ccccc2s1)Cn1c(N2CCCC2)nc2c1c(=O)[nH]c(=O)n2C (configuration not stated)
 : 2	0.5	2	3	-1	0	4	39*	0	-12
> COCCNC(=O)C(C)OC(=O)c1nsc(Cl)c1Cl (configuration not stated)
 : -3	-1.1	-6	1	-3	-3	0	-4	3	2
> CN(/N=C/c1cc(Cl)cc(Cl)c1O)c1c(Cl)cccc1[N+](=O)[O-]
 : -2	-2.6	7	15	0	1	2	0	-3	-10
> N#C/C(=C/c1ccc(Br)s1)C(=O)NCCc1c[nH]c2ccccc12
 : 10	-1.9	-2	7	3	0	0	-3	-1	-24
> C=CCn1c(CNc2ccc(C)cc2)nnc1SCC(=O)N/N=C/c1ccc(O)cc1
 : -4	-2.3	1	-2	8	-3	6	3	4	6
> COC(=O)[C@]1(Cc2ccccc2)N[C@H](CN(C)C(C)=O)[C@@H]2C(=O)N(C)C(=O)[C@@H]21
 : 1	-0.6	-1	0	5	-1	4	0	-4	2
> O=C(OCCCCN1C(=O)c2ccccc2C1=O)c1ccc(S(=O)(=O)N2CCCC2)cc1
 : -2	2.6	7	-1	0	-2	2	-1	3	5
> Cc1cc(N2CCOCC2)nc2ccc(NC(=O)C3CCC(C)CC3)cc12 (configuration not stated)
 : -10	8.3	-2	-2	8	0	-4	8	-4	4
> CCOC(=O)c1cc(C#N)c(SC)nc1C
 : -2	0.4	-4	-2	-1	4	-6	0	-1	3
> COC(=O)c1cccc(S(=O)(=O)N(Cc2ccco2)Cc2cc3cc(OC)c(OC)cc3[nH]c2=O)c1
 : -2	0.0	0	6	1	1	-1	-2	0	3
> COc1ccc(-c2cc(C3CC3)nc3sc(C#N)c(N)c23)cc1
 : -4	2.1	5	9	0	1	1	25	-2	-34
> S=C(Nc1ccccc1)N1CCn2c1nc1ccccc12
 : 5	-1.0	7	3	2	-2	-4	-18	1	-5
> C=CCN(Cc1nc(-c2ccccc2)no1)C(=O)c1ccoc1C
 : 8	-0.1	-4	-6	5	-4	1	-1	4	2
> COc1ccc(/C=N/NC(=O)c2ccn[nH]2)cc1CN1CCOCC1
 : 4	-4.1	1	-3	-1	-1	-3	3	2	12
> COc1cccc(CNC(=O)C2=C(C)C(=O)OC23CCC(C)CC3)c1 (configuration not stated)
 : 0	-1.2	5	-1	10	-1	4	2	-2	0
> CCn1c(SCC(=O)N2CCN(c3ccccc3F)CC2)nnc1-c1ccoc1C
 : -4	0.2	-4	-8	0	-1	-7	1	2	-2
> CC(Sc1ncn[nH]1)C(=O)Nc1ccc(Cl)cn1 (configuration not stated)
 : 2	2.7	1	-2	2	5	4	-1	-2	-1
> CCOc1cc(C(=O)Nc2cc(C)ccc2C)ccc1OCC(=O)N1CCCCC1
 : -10	-0.4	5	-5	10	-2	3	2	-1	-6
> NCCN=C1NS(=O)(=O)c2ccccc21
 : 0	1.2	0	0	1	0	-3	1	3	-7
> Cc1cc(C)n(-c2nc3ccccc3nc2Nc2ccc3[nH]c(=O)[nH]c3c2)n1
 : -4	-3.4	5	13	3	1	-5	6	5	7
> COCCNC(=O)c1cc(-c2ccccc2)sc1N
 : -4	-2.0	-9	9	-2	32*	1	2	-1	·
> O=c1ccc(S(=O)(=O)N2CCCC2)c[nH]1
 : 2	-0.5	4	0	2	0	1	2	-1	4
> FC(F)(F)c1cccc(CC2CN(Cc3ccccc3)Cc3ccccc3N2c2cc(Cl)cc(Cl)c2)c1 (configuration not stated)
 : -9	-0.8	8	6	-1	-1	-12	-11	4	-8
> COc1cccc(OC)c1C(=O)NC(C)CCc1ccccc1 (configuration not stated)
 : -10	-0.2	10	-3	-11	0	2	1	-4	1
> CC1=C(C(=O)Nc2ccccc2)C(c2cccc([N+](=O)[O-])c2)Nc2nc3ccccc3n21 (configuration not stated)
 : -19	-4.2	-1	12	4	-4	-8	-10	3	-15
> Oc1ccc(Cc2ccc(Cl)cc2)c(O)c1
 : -17	-3.7	8	0	3	-4	4	-4	1	-15
> CCCc1cc(=O)oc2cc(OCC(=O)Nc3ccc(CN4CCOCC4)cc3)c(Cl)cc12
 : 3	0.8	2	-1	-7	-1	-5	0	1	-3
> O=C(NC1CCCC1)c1cc(=O)[nH]c2ccccc12
 : 4	-1.7	0	3	-3	-2	-7	1	-6	6
> O=C(Nc1ccc(F)cc1)c1ccccc1NC(=O)C1CC=CCC1C(=O)O (configuration not stated)
 : -2	-0.8	-6	4	4	-4	-11	4	2	6
> CC(=O)c1c(N2CCN(c3ccc(F)cc3)CC2)nc(=S)n(Cc2ccccc2)c1C
 : -12	-2.3	-3	3	-3	11	-2	5	-9	17
> CCC(C)NC(=O)C1CCN(C(=O)COc2ccc3c4c(c(=O)oc3c2C)CCCC4)CC1 (configuration not stated)
 : 0	0.1	-1	-3	3	1	-6	0	2	-6
> Nc1ncc(Br)cc1Br
 : -2	-2.4	5	0	-8	2	-3	3	-4	1
> CCOCc1c(C(=O)OCC(=O)Nc2ccccc2C(N)=O)oc2ccccc12
 : -15	0.1	2	8	11	0	-7	-6	-4	-15
> Cn1cccc1/C=N/n1c(-c2ccco2)n[nH]c1=S
 : 12	-1.9	-2	4	6	1	4	1	-2	7
> CC(C)(C)c1ccc(CNc2cc(N3CCOCC3)ccc2[N+](=O)[O-])cc1
 : -3	0.0	16	4	-5	0	-1	-7	-4	-25
> O=C(Nc1ncc([N+](=O)[O-])s1)c1cccc([N+](=O)[O-])c1
 : 5	-0.1	2	3	-5	3	-3	5	-3	1
> COc1cccc(CNC(C)C(=O)Nc2ccc3c(c2)OCCO3)c1 (configuration not stated)
 : 5	0.9	-7	-6	0	-3	1	9	2	1

Continuation.
Each structure is followed by: TDP2 absorb	PG9 binder	Rev-erbA mod	rCAG binder	TCR CD3 inh	PRMT1 inh	SIAE primary	ABHD4 inh	LEDGF integ inh	HTRA1 inh
> CC(C)(C)OC(=O)NCCCC[C@H](NC(=O)c1nc[nH]c1C(=O)NCc1ccc(CNC(=O)OC(C)(C)C)cc1)C(=O)OC(C)(C)C
 : -14	-1.1	3	5	4	0	-26	-32	-2	-21
> COc1ccccc1C(=O)COC(=O)c1ccccc1OCC(=O)Nc1ccc(SC(F)F)cc1
 : -1	-4.1	0	5	7	2	-8	-4	0	-5
> C/C(=N\NC(=O)COc1ccc(C(C)(C)C)cc1)c1ccc(N2CCOCC2)cc1
 : 7	-1.6	0	3	4	1	8	-3	-2	-31
> CCc1nnc(NC(=O)c2ccc(S(=O)(=O)N(C)Cc3ccccc3)cc2)o1
 : 0	-2.7	4	20	-5	1	3	2	-2	2
> COc1cccc(-c2cnc(C(O)c3ccc(F)cc3)[nH]2)c1 (configuration not stated)
 : 3	-0.8	-12	0	-3	3	6	5	-1	·
> OC1CCN(c2ncnc3nc[nH]c23)CC1
 : -3	0.0	1	-1	4	-2	8	-2	-1	3
> COc1ccc(/C=N/OC(=O)Nc2ccccc2OC)cc1
 : 16	0.7	-5	0	-1	-2	-5	3	-1	-15
> COC(CNC(=O)c1cn(C)c2ccc(S(=O)(=O)N3CCOCC3)cc2c1=O)OC
 : -21	-0.1	2	1	-7	1	-3	-2	1	11

An excerpt, so the mix of outcomes need not match the whole.
